FLuc modulator: firefly luciferase modulation, counter-screen for miR-21 project; P08659; purified FLuc, Km substrates, luminescence inhibition; AID 588342; Potency, µM (top dose mostly 57.5 µM), for inactives: at the top dose activity change, negative = inhibition, most hits filed as inhibitors; actives 6.9% (n = 360,000); active = well fitted inhibition curve with a large enough effect; inconclusive = small, poorly fitted or top-dose-only effect;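 note: plate controls were vehicle for no effect and reference inhibitor for full effect; nearly all actives have a fitted effect of over 55% in size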
Target sequence (P08659 whole entry, looked up): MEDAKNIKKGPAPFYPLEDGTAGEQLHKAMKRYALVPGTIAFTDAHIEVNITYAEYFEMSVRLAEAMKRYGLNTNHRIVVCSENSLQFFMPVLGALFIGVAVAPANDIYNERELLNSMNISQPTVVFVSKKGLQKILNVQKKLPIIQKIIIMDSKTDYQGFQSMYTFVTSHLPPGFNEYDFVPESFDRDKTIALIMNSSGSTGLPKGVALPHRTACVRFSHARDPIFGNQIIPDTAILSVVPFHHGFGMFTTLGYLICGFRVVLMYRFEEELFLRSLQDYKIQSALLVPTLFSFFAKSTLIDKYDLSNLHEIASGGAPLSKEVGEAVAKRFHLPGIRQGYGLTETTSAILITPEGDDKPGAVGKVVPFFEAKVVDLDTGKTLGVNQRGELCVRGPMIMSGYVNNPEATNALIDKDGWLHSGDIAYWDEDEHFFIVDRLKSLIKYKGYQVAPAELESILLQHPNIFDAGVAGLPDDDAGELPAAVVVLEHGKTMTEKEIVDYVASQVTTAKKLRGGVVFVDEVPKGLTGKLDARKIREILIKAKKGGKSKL
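Purified P. pyralis luciferase (10nM final) with 10uM D-luciferin and 10uM ATP (Km levels) in 50mM Tris acetate pH 7.5, 10mM Mg acetate, 0.01% Tween-20, 0.05% BSA; qHTS 6-point titration, ~60 µM downward; luminescence read.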
The depositor's hits bear a star; ? = inconclusive. Potency is the fitted concentration of half-maximal effect. Only part of the results is shown; the hit share may differ from the screen's.

Compound	FLuc modulator
COc1ccc(N2CCN(C(CNC(=O)C(=O)NCCCN(C)C)c3cccnc3)CC2)cc1 (stereo unspecified)	2%
C=Cc1ccc(Cn2c(C)c(CNCCc3ccc(OCC)cc3)c(C(=O)O)c2C)cc1	-8%
Cc1ccc(-n2c(-c3cccc(C)c3)nc3c(cnn3-c3ccccc3)c2=O)cc1	-1%
CCOC(=O)CCn1nc(C)c2c(C)n(-c3ccccc3)nc2c1=O	4%
Cc1cccc(OCc2ccc(-c3nc(C#N)c(NCCN(C)C)o3)o2)c1	-5%
COc1cccc(-c2nnc3n(Cc4ccc(C)cc4)c(=O)c4ccccc4n23)c1O	-2%
COc1ccc(OC)c(-n2c3c(cc(-c4nc(-c5ccc(Cl)cc5)cs4)c2=O)C(=O)CC(C)(C)C3)c1	-3%
Cc1cc(=O)n(C(C)C(=O)NCc2ccccc2Cl)c2c1c(C)nn2-c1ccccc1 (stereo unspecified)	-3%
CCN(CC)CCN(C(=O)c1ccco1)c1nc2ccc(F)cc2s1	-2%
COc1ccc(NC(=O)c2cc(C(C)=O)n3ccccc23)cc1	?
COc1ccc(NC(=O)CN(Cc2ccccc2)S(=O)(=O)c2ccc3nc(C)sc3c2)cc1	-12%
CCOC(=O)c1ccc(CN(Cc2ccc(F)cc2)S(=O)(=O)c2ccc(F)c(C(=O)Nc3c(C)cccc3C)c2)cc1	-6%
CC(=O)N1c2ccccc2C(=O)C1N1CCN(c2cccc(C)c2C)CC1 (stereo unspecified)	4%
CCOc1ccc(C(=O)NCC(c2ccc(Cl)cc2)N2CCCCC2)cc1 (stereo unspecified)	-1%
O=C(COCc1cc(-c2ccc3c(c2)OCO3)on1)Nc1cc(Cl)ccc1O	3%
COc1ccc(NC(=O)N2CCc3c(sc4c3CCCC4)C2c2ccc(F)cc2)cc1 (stereo unspecified)	-4%
Cc1ccccc1Cn1c(=O)n(Cc2ccco2)c(=O)c2oc3ccccc3c21	-11%
Cc1ccc(-n2ncc3c(Nc4ccc5c(c4)OCCO5)ncnc32)cc1Cl	-18%
CCN(CC)c1nc2ccccc2nc1C(=O)Nc1cccc(C(C)=O)c1	-3%
Cn1c(=O)oc2cc(S(=O)(=O)NC(CC(=O)O)c3cccc(Br)c3)ccc21 (stereo unspecified)	-9%
CCOc1ccc(C(=O)NCC(c2ccc3c(c2)OCO3)N2CCN(c3ccccc3F)CC2)cc1 (stereo unspecified)	4%
CCc1ccc(Cn2c(CNS(=O)(=O)c3ccc(F)c(Cl)c3)nc3cccnc32)cc1	-8%
C=C1C=C(C(F)F)n2ncc(C(=O)Nc3ccccc3OCC)c2N1	0%
CC(C)OCCCn1c(SCC(=O)Nc2ccc(F)cc2)nc2c(sc3ccccc32)c1=O	0%
Cc1ccc(C(=O)c2oc3ccccc3c2NC(=O)Cc2coc3ccc(C)cc23)cc1	1%
CCc1ccc(NC(=O)CSC2=Nc3ccccc3C3=NC(CC(=O)NCc4ccccc4)C(=O)N23)cc1 (stereo unspecified)	-14%
Cc1ccc(-n2nc(C)c3c(C)cc(=O)n(CC(=O)Nc4cccc(C)c4C)c32)cc1	-3%
Cc1ccc(NCc2ccccc2-c2nnc(-c3ccccc3Cl)o2)c(C)c1	?
CC(=O)c1cccc(NC(=O)c2ccc(Cl)c(S(=O)(=O)N3CCOCC3)c2)c1	1%
COC(=O)c1ccc2oc(=O)c(S(=O)(=O)c3ccc(C)cc3)cc2c1	-1%

Exported as labelled records: entries from further up.
canonical_smiles: CCN(CC)c1nc2ccccc2nc1C(=O)Nc1cccc(C(C)=O)c1
  FLuc modulator: -3%

canonical_smiles: Cn1c(=O)oc2cc(S(=O)(=O)NC(CC(=O)O)c3cccc(Br)c3)ccc21 (stereo unspecified)
  FLuc modulator: -9%

canonical_smiles: CCOc1ccc(C(=O)NCC(c2ccc3c(c2)OCO3)N2CCN(c3ccccc3F)CC2)cc1 (stereo unspecified)
  FLuc modulator: 4%

canonical_smiles: CCc1ccc(Cn2c(CNS(=O)(=O)c3ccc(F)c(Cl)c3)nc3cccnc32)cc1
  FLuc modulator: -8%

(more compounds)
Compound	FLuc modulator
CCOc1ccc(-c2cc(C(=O)N3CCN(c4cccc(C)c4)C(C)C3)c3ccccc3n2)cc1 (stereo unspecified)	2.4µM*
Cc1cc(C)cc(NC(=O)CSc2oc(-c3ccco3)nc2S(=O)(=O)c2ccc(Cl)cc2)c1	-2%
Cc1ccccc1C(=O)N(Cc1sccc1C)C1CCS(=O)(=O)C1 (stereo unspecified)	-4%
COc1ccccc1/C=C/c1nc(C#N)c(NC2CCCCC2)o1	?
Cc1cccc2c1-c1sc(C(=O)NCCc3ccc(Cl)cc3)cc1CO2	-11%
CCc1ccccc1NC(=O)c1sc2nc3c(cc2c1N)CN(Cc1ccccc1)CC3	-6%
COc1ccc(Nc2cc(C(=O)NCc3cccs3)c3ccccc3n2)cc1	8%
COC(=O)c1ccc(Cn2c(=O)cc(C(F)(F)F)c3c(C)nn(C)c32)cc1	-1%
CC(C)C(=O)NCC1(N(C)C)CCCCC1	-1%
CCc1ccccc1NC(=O)Cc1ccc(-n2c(C)nc3cccnc32)cc1	-1%
CCOc1ccccc1C(=O)NCc1nc2cccnc2n1Cc1ccc(C)cc1	-8%
CCc1ccc2occ(CC(=O)Nc3c(C(=O)c4ccccc4)oc4ccccc34)c2c1	-5%
Cc1ccc2oc(-c3ccc(NC(=O)c4oc5ccc(Cl)cc5c4C)cc3)nc2c1	-1%
O=C(Nc1ccc(Br)cc1F)N1CCC2(CC1)Oc1ccccc1C(=O)N2Cc1ccccc1F	-1%
CC(=O)c1cccc(NC(=O)Cn2c(=O)oc3cc(S(=O)(=O)NCc4ccccc4)ccc32)c1	-1%
Cc1ccc(NC(=O)Cn2c(=O)nc(-c3ccccc3)c3ccccc32)cc1	-1%
COc1ccc(-c2[nH]nc3nc(-c4cc(OC)c(OC)c(OC)c4)cc(C(=O)O)c23)cc1	2.7µM*
CCOc1ccccc1NC(=O)Cn1nc(N2CCN(c3ccccc3)CC2)ccc1=O	2%
COc1cccc(-c2nc(SCC(=O)Nc3ccc4c(c3)OCO4)c(-c3ccccc3)[nH]2)c1	?
CCCN1CCCc2cc(CN(CCCN3CCOCC3)C(=O)Nc3ccc(Cl)c(Cl)c3)ccc21	-2%
O=C(Nc1ccc(Br)c(Cl)c1)c1ccc(C(=O)Nc2ccc(Br)c(Cl)c2)cc1	-3%
COc1ccccc1CNC(=O)CSc1nc2nc(C)c(Cc3ccccc3C)c(C)n2n1	-2%
O=C(Nc1c(C(=O)c2ccccc2)oc2ccccc12)c1cc(=O)c2ccccc2o1	-1%
COc1ccc(CC(=O)NCc2ccc3c(c2)CCN3C(=O)c2ccccc2)cc1OC	-3%
CC(C)CNC(=O)N1[C@H](c2cccs2)[C@@H](C)C(=O)[C@@H](C)[C@@H]1c1cccs1	2%
Cc1ccc(NC(=O)c2nnn(CC(=O)Nc3ccc(C)c(Cl)c3)c2N)c(C)c1	-2%
O=C(NC1CC(=O)N(c2ccc(Cl)cc2)C1)c1cccs1 (stereo unspecified)	-7%
CCOCCOC(=O)c1ccc(NC(=O)/C=C/c2ccc(OC)c(OC)c2)cc1	-9%
Cc1cc(Nc2cccc(F)c2)n2nc(-c3ccco3)nc2n1	-1%
COC(=O)c1cc(NC(=O)c2sc3ccccc3c2Cl)cc(C(=O)OC)c1	6%

Sorted by formula weight (largest number first): part of the list above
Compound	FLuc modulator
CCCN1CCCc2cc(CN(CCCN3CCOCC3)C(=O)Nc3ccc(Cl)c(Cl)c3)ccc21	-2%
Cc1cccc2c1-c1sc(C(=O)NCCc3ccc(Cl)cc3)cc1CO2	-11%
CCc1ccccc1NC(=O)Cc1ccc(-n2c(C)nc3cccnc32)cc1	-1%

Going on with the list:
Compound	FLuc modulator
CC1CCc2c(sc(NC(=O)c3ccc(Cl)cc3Cl)c2C#N)C1 (stereo unspecified)	4%
Clc1ccc(Nc2nc(-c3ccccc3)c3ccccc3n2)c(Cl)c1	-7%
Cc1cccc(N(CC(N)=O)C2SC(=O)N(Cc3cccc(C(=O)O)c3)C2=O)c1 (stereo unspecified)	-17%
CCC(=O)C1=C(c2ccc(OC)c(OC)c2)N(C(=O)CC)n2c(nnc2-c2ccc(C)cc2)S1	-7%
CC(=O)c1c(C)oc2ccc(N(C(=O)Oc3ccccc3)S(=O)(=O)c3ccccc3)cc12	2%
Cc1cccc(NC(=O)CSc2nc(-c3cccs3)cc(C(F)(F)F)c2C#N)c1	-6%
COc1cc(C(=O)Nc2sc3c(c2C#N)CCCC3)c(Br)c(OC)c1OC	-18%
CCOc1ccccc1N1CC(c2nc3ccccc3n2CCOc2ccc(OC)cc2)CC1=O (stereo unspecified)	-10%
CCOc1ccc(-c2nc(SC(C(C)=O)C(=O)N(C)C)c3c(=O)n(C)c(=O)n(C)c3n2)cc1 (stereo unspecified)	1%
CCOc1ccc(CNCc2c(C(=O)O)n(Cc3ccccc3F)c3cc(OC)ccc23)cc1	-17%
COc1ccc(-n2nnnc2C2CCN(S(=O)(=O)c3ccc(C(C)(C)C)cc3)CC2)cc1	2%
CC(C)(C)OC(=O)N1CCC(c2c(C(=O)N3CCN(c4ccccc4F)CC3)cnn2C(C)(C)C)CC1	-7%
CN(C)c1ccc(C(=O)NCc2ccc3c(c2)CCN3C(=O)c2ccccc2)cc1	?
O=C(CN1C(=O)c2cccnc2Sc2ccccc21)Nc1cc(F)ccc1F	-5%
COc1ccc(NC(=O)c2ccc(-c3nc(CSc4ccccc4)c(C)o3)cc2)c(OC)c1	5%
Cc1ccc(C(=O)Nc2cc(-c3nc4ncccc4o3)ccc2C)c(C)c1	3%
COc1cccc(C(=O)NC(=O)Nc2ccc(-n3nc(C(F)(F)F)cc3C(F)(F)F)cc2)c1	-6%
CCC(=O)OCCCNc1nc(-c2ccc(Cl)cc2)nc2ccccc12	-19%
CCOc1ccc(OCC)c(NC(=O)c2cc(S(=O)(=O)N3CCc4ccccc43)cn2C)c1	0%
Cc1sc2c(c1C)c(=O)n(Cc1ccccc1)c(=O)n2Cc1ccc(F)cc1	2%
N#Cc1ccccc1Cn1cnc2nc3c(cc2c1=O)CCCC3	3%
C=Cc1ccc(CSc2nc(-c3ccccc3Cl)nc3c2Cc2c(CO)cnc(C)c2O3)cc1	-2%
CCOC(=O)c1cc(C)n(CC2CCC(C(=O)Nc3ccc(C)c(F)c3)CC2)c1C (stereo unspecified)	-7%
COc1ccccc1CCNC(=O)c1cccn1-c1nnc(N2CCCC2)s1	3%
O=C(NCc1ccc(Cl)cc1)c1ccc(Cn2c(=O)c3cccn3c3cccnc32)cc1	-4%
Cc1ccc(-n2nc(C(=O)N3CCN(c4cc(Cl)ccc4C)CC3)c3c4ccccc4n(C)c3c2=O)cc1	1%
COc1cccc(CNC(=O)CSc2nc(=O)[nH]c3c2CCCC3)c1	-3%
C=C1C=C(C(F)F)n2ncc(C(=O)NCc3ccccc3Cl)c2N1	-1%
O=C(Cn1nc(-c2ccccc2)nc(Cc2ccccc2)c1=O)Nc1ccc(Cl)cc1	-1%
CCOc1ccc(CCNC(=O)c2ccc(Cn3c(=O)c4cccn4c4cccnc43)cc2)cc1	-5%

Pulled by structure from the entries so far:
Compound	FLuc modulator
COc1cccc(C(=O)NC(=O)Nc2ccc(-n3nc(C(F)(F)F)cc3C(F)(F)F)cc2)c1	-6%
COc1ccc(NC(=O)c2ccc(-c3nc(CSc4ccccc4)c(C)o3)cc2)c(OC)c1	5%

(cont.)
Compound	FLuc modulator
Cc1ccc(-n2c(=O)c3c(C)c(C(=O)N(C)C)sc3n(CC(=O)C(C)(C)C)c2=O)cc1C	0%
Cc1cc(C)c2oc(C(=O)Nc3ccc(S(=O)(=O)N4CCCCC4)cc3)cc(=O)c2c1	0%
O=C(CSc1ccc2nc(-c3ccccc3)cn2n1)Nc1cccc(F)c1	7.6µM*
Cc1ccc(Cl)cc1-n1c(=O)cc(N2CCN(c3ccc(F)cc3)CC2)[nH]c1=O	?
CCCN(CCC)CCNC(=O)c1cc(Sc2ccc(Cl)cc2)nc2ccccc12	-2%
CCOc1cc(C2c3c(oc4ccccc4c3=O)C(=O)N2Cc2ccc(OC)cc2)ccc1O (stereo unspecified)	2%
CCc1nnc(NC(=O)c2cc(=O)c3cc(C)ccc3o2)s1	?
COc1cccc(NC(=O)Cn2nc(N3CCN(c4ccccc4)CC3)ccc2=O)c1	-6%
CCC(Sc1nncn2c1cc1occc12)C(=O)Nc1ccc(C)c(Cl)c1 (stereo unspecified)	-3%
Cc1cccc(OCCn2c(SCC(N)=O)nc3ccccc32)c1	4%
COC(=O)c1cccc(NC(=O)Nc2cc(C(=O)NCc3cccc(F)c3)ccc2N2CCCC2)c1	-12%
N#Cc1ccccc1CSc1nnc2ccc3ccccc3n12	?
CCOC(=O)c1c(-c2ccccc2)csc1NC(=O)c1nc(SCC)ncc1Cl	1%
O=C(NC1CC(=O)N(c2ccc(Cl)cc2)C1)c1cc2ccccc2o1 (stereo unspecified)	0%
CCN1c2cc(C)ccc2-n2cccc2C12CCN(C(=O)Nc1cc(OC)c(OC)c(OC)c1)CC2	-6%
CCCCN(C)CCCNC(=O)Cn1ncc2c3ccccc3n(Cc3ccccc3F)c2c1=O	-5%
Cc1c(-c2cccc(NC(=O)Cc3ccccc3)c2)nc2ncccn12	-16%
COc1ccc(OCC(=O)NCC(c2ccc(OC)cc2)N2CCOCC2)cc1 (stereo unspecified)	-6%
COc1ccccc1NC(=O)n1ncc2c(C)cccc21	-7%
